Screening results as filed in PubChem BioAssay.
WT yeast gro inh – growth inhibition of WT yeast, mitochondrial fusion screen. hit rate 2.1% among 190,000. AID 1362. inhibition, % at 10 µM. mitochondrial fusion phenotypic screen, WT strain; in the data active = inhibition above about 58%; tested in S. cerevisiae
Autophagy mod – alters autophagy in cells | MEF GFP-LC3 puncta imaging; test concentration mostly 10 µM | calls only at 10 µM (by protocol) | hit rate 0.98% among 190,000 | AID 463193;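 active = percentage of spot-positive cells more than 3 SD above its plate mean, without a fluorescence outlier flag or 80% toxicity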;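 note: spot-positive cell cutoff set from DMSO-treated cells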
MT stabilizer – microtubule stabilization, imaging screen; AID 2205; % tubulin-high responders, % at 10 µM; hit rate 0.83% among 200,000; HeLa tubulin immunostaining HCS, 24 h; share of cells brighter than vehicle mean+2SD;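 active = plate Z-score above 3 for both tubulin-high and condensed-nucleus cell shares, with cell loss under 80%, at 10 µM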;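 note: anti alpha tubulin signal scored within the nucleus-defined area of each cell; some results filed as inactive read as strong as hits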
human PMI inhibitors – human PMI inhibitors, high substrate, primary screen, biochemical, fluorescence intensity, high mannose 6-phosphate (AID 1220). recombinant PMI enzyme, coupled fluorescence intensity; higher % means a stronger effect. inhibition, % at 20 µM, or IC50 in µM where a hit was titrated. hit rate 0.66% among 190,000
b-catenin transl – beta-catenin nuclear translocation modulation. HeLa beta-catenin nuclear translocation, immunofluorescence imaging. nuclear translocation activity, % at 5 µM. hit rate 0.3% among 190,000;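 active = nuclear translocation activity above 50% at 5 µM, with a well cell count of 50 or more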;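 note: per-cell ratio of nuclear to cytoplasmic median beta-catenin stain intensity; plate controls were DMSO negative control for no effect and GSK-3 inhibitor IX positive control for full effect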
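Assay system: human HeLa cells, native beta-catenin; doses: 5 µM primary, 0.02–20 µM confirmation; incubation: compound treatment 24 h, 37°C, 5% CO2; technique: fluorescence imaging of beta-catenin antibody stain plus DAPI; measure: % activation, nuclear-to-cytoplasmic median beta-catenin signal ratio per cell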
Dynein cargo inh – dynein cargo transport inhibition. z-score, hits read low. 3617.4 mouse cells, GR-EGFP nuclear translocation imaging; test concentration mostly 20 µM; stimulated with dexamethasone, 1 µM; stronger effect = lower value. AID 1381. hit rate 0.47% among 220,000;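 active = plate z-score of nuclear minus cytoplasmic receptor signal below a set negative limit, without overly bright fluorescence or cell loss, cut at about -3.5 in these data, passing the limit was not always enough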;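 note: z-score of nuclear minus cytoplasmic ring GR-EGFP intensity difference per well; some compounds called inactive have numbers as strong as hits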
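Also added – dexamethasone, 1.0 µM final · Buffer or medium – tet-free, stripped-serum medium · Schedule – induction 48 h, compound 1 h, agonist 30 min · Detection – formaldehyde fixation, Hoechst nuclear stain, 10x automated fluorescence imaging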
Ins promoter up – MIN6 insulin promoter up-regulation. hit rate 0.3% among 190,000. MIN6 insulin promoter-GFP reporter, high-content imaging; stronger effect = higher value. z-score at 5 µM. AID 1625;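 active = z-score above 3 at 5 µM with at least 500 cells counted in the well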
PMI inhibitors – MPI enzyme activity inhibition – biochemical, fluorescence intensity, coupled assay, primary screen (AID 1209). purified PMI enzyme, coupled fluorescence intensity; higher % means a stronger effect. inhibition, % at 20 µM, or IC50 in µM where a hit was titrated. hit rate 0.42% among 190,000;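 note: plate controls were DMSO vehicle for no effect and wells lacking substrate for full effect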
Yfh1-depleted yeast – mitochondrial function rescue without frataxin homolog – Friedreich's ataxia, plus single-dose screen, dose response (AID 1465) | S. cerevisiae Yfh1-off respiration, WST-1 reduction, 72 h; higher fold induction means a stronger effect | fold induction at 50 µM, or EC50 in µM where a hit was titrated | hit rate 0.074% among 220,000;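 active = fold induction of absorbance versus untreated yeast above a set limit, then at least 30% activation at any dose in follow-up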;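 note: activators that raise dye reduction in frataxin-depleted yeast; strong numbers were not always called active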
WT yeast gro inh mutant strain – also measured in WT yeast gro inh; calls as there; inhibition, %; mitochondrial fusion phenotypic screen, mutant strain inhibition
Dynein cargo inh cytoplasmic EGFP – further read-out of Dynein cargo inh, marked with its call; z-score; measured here: cytoplasmic GR-EGFP intensity; stronger effect = higher value
Dynein cargo inh nuclear GR-EGFP – second read-out of Dynein cargo inh, no call of its own (marks repeat the call); z-score; measured here: nuclear GR-EGFP intensity;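 lower value marks the stronger effect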
Dynein cargo inh cell count – further read-out of Dynein cargo inh, marked with its call; z-score; measured here: cell count per field
Ins promoter up cell count – also measured in Ins promoter up; calls as there; cell count; measured here: cytotoxicity, nuclei count;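 total cells summed across four imaged fields per well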
b-catenin transl cell count 5 µM – further read-out of b-catenin transl, marked with its call; cell count; measured here: cell count, cytotoxicity flag
MT stabilizer Hoechst-high % – recorded beside MT stabilizer, whose call it bears; % Hoechst-high responders; measured here: nuclear condensation Hoechst responders;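 share of cells brighter than vehicle mean plus two SD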
MT stabilizer cytotoxicity % – further read-out of MT stabilizer, marked with its call; toxicity, %; measured here: cytotoxicity by cell density;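 0% = mean cell density of plate MIN control wells and 100% = no cells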
Autophagy mod cell loss 18 h – further read-out of Autophagy mod, marked with its call; toxicity, %; measured here: cell loss, nuclei count;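 cell loss after 18 h compound exposure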
* marks the source's active call; other numbers are inactive results; i = inactive; x = no result given. Cut-off read from the data, not from the text of the source, unless noted: active = inhibition above about 50%; inactive = the rest.

SMILES	WT yeast gro inh	WT yeast gro inh mutant strain	Autophagy mod	Autophagy mod cell loss 18 h	MT stabilizer	MT stabilizer Hoechst-high %	MT stabilizer cytotoxicity %	human PMI inhibitors	b-catenin transl	b-catenin transl cell count 5 µM	Dynein cargo inh	Dynein cargo inh cytoplasmic EGFP	Dynein cargo inh nuclear GR-EGFP	Dynein cargo inh cell count	Ins promoter up	Ins promoter up cell count	PMI inhibitors	Yfh1-depleted yeast
Cc1cccc(C)c1NC(=O)NC1(C(=O)NCCCN2CCOCC2)CCCCC1	-14.0	-8.3	i	-2.6	3.0	1.7	1.1	-3.5%	x	x	-0.478	-0.241	-0.88	0.398	x	x	-5.4%	i
CCCCC(C(=O)O)C(C)CC(=O)Nc1ccn(-c2ccccc2)n1 (stereo unspecified)	8.6	9.4	i	19.1	4.6	2.7	5.5	1.4%	-6.0	1012	-0.0885	-0.342	0.0376	0.167	0.99	1143	-0.1%	i
c1cncc(-c2nc(-c3ccco3)cs2)c1	0.9	-3.3	i	-1.6	2.3	4.0	6.8	-76.4%	-3.8	1224	-4.54*	1.14*	-2.42*	0.212*	1.49	1343	-41.8%	i
CCOC(=O)c1cccc(P(=O)(C(C)(C)C)C(C)(C)C)c1	-11.0	-11.7	i	-4.3	5.6	1.1	5.8	4.4%	-2.2	1181	-0.376	-0.273	-0.479	1.43	-0.38	1596	4.2%	i
O=C(N/N=C/c1ccco1)c1cccc(N2Cc3ccccc3C2)c1	-3.0	-6.4	i	-6.3	4.3	1.4	4.6	-57.0%	-3.1	1164	-0.768	-0.295	-0.153	0.714	-0.5	1346	-46.2%	x
CCc1ccc2c(c1)C(c1ccc([N+](=O)[O-])cc1)=NNC(c1ccccc1)=N2	-6.6	12.0	i	0.7	2.2	3.3	4.1	12.3%	0.6	533	-0.503	-0.186	-0.489	-3.44	0.07	1332	9.4%	i
COc1ccc(N2C(=O)CC(N3CCN(S(=O)(=O)c4c(F)cccc4F)CC3)C2=O)cc1OC (stereo unspecified)	-5.3	-11.8	i	-4.1	1.9	0.3	18.0	2.4%	x	x	-0.000162	-0.209	0.369	0.66	-0.02	1241	3.7%	i
CNS(=O)(=O)c1cc(N(C)S(=O)(=O)c2ccc(C)cc2)c(C)cc1C	-27.7	9.4	i	-9.1	2.5	2.7	5.1	-5.7%	-0.5	1482	-0.764	-0.182	-0.576	0.267	x	x	-4.0%	i
Cn1c(N)c(C(=O)COC(=O)CCOc2ccc(C(C)(C)C)cc2)c(=O)n(C)c1=O	44.5	20.1	i	-10.2	3.5	4.1	9.7	10.6%	-2.2	1160	0.645	0.0524	1.32	-1.79	-0.14	1335	10.6%	i
CCCCNC(=O)CNC(=S)N(CCCN1CCOCC1)Cc1cccs1	4.5	3.1	i	-5.7	3.5	2.2	5.9	-0.9%	-1.6	1040	-0.222	-0.204	-0.0551	0.143	x	x	3.9%	i
O=C(NCCCc1ccccc1)Nc1ccccc1	-5.1	9.4	i	-7.4	2.0	2.5	5.2	-25.6%	0.5	1071	-0.368	-0.221	-0.0949	0.71	0.77	1451	3.5%	i
COC(=O)c1ccc(/C=N/OCC(=O)NC2CCCC(C)C2C)cc1 (stereo unspecified)	23.1	22.7	i	3.7	2.0	2.5	7.7	-0.8%	x	x	0.232	-0.21	0.113	-0.271	x	x	-3.6%	i
COc1ccc(C2C(C#N)=C(SCC(=O)Nc3ccc(C)cc3)NC3=C2C(=O)CC(C)(C)C3)cc1 (stereo unspecified)	6.9	-7.9	i	16.5	1.3	0.9	2.0	-17.2%	-2.4	804	-0.686	-0.142	0.491	0.352	-0.56	1537	-11.8%	i
O=C(NCCCN1CCOCC1)C(=O)NCCc1ccccc1	-12.1	6.3	i	2.1	1.7	1.7	4.7	-2.2%	-0.3	1078	-0.391	-0.3	-0.102	0.587	0.78	1231	-3.8%	i
O=C(NCCN1C(=O)S/C(=C\c2ccc(Cl)c(Cl)c2)C1=O)c1cnccn1	0.3	0.7	i	5.5	5.2	3.1	6.2	2.1%	3.5	1101	-0.225	-0.3	-0.367	0.61	-0.77	1449	5.8%	i
Nc1c(C(=O)c2ccc(Br)cc2)oc2ccccc12	-9.2	-13.6	i	-8.0	2.1	2.4	10.8	-31.1%	-0.8	470	-0.529	-0.315	-0.566	0.728	0.49	1198	-31.6%	i
O=C(COC(=O)c1ccc(Cl)nc1)Nc1ccc2c(c1)OCO2	7.8	-22.2	i	1.2	1.3	2.4	1.1	4.2%	-5.8	1153	-0.604	0.453	-0.28	0.0684	0.32	1159	-2.1%	i
O=C(Nc1cccc(Br)c1)c1cc2ccccc2o1	9.2	-6.0	i	-1.1	3.5	2.3	5.7	0.0%	1.3	1441	0.205	-0.0231	0.289	-0.158	0.52	1787	6.3%	i
COc1ccc(NC(=O)CN2C(=O)CC(C)(C)S(=O)(=O)c3ccccc32)cc1	7.3	7.6	i	7.2	3.7	3.4	9.2	6.4%	x	x	-0.546	-0.207	-0.0456	0.0563	0.16	946	-4.9%	i
CC(C)(C)C1CCC2(CC1)C(C#N)=C(SCC(=O)NC1CCCCC1)NC(=O)C2C#N (stereo unspecified)	-3.9	5.6	i	6.0	2.3	0.6	8.5	13.5%	0.1	1169	2.83	-0.281	1.76	0.0319	-0.16	1202	20.3%	i
FC(F)(F)c1cc(-c2ccc(Cl)cc2)nc(NCc2cccnc2)n1	10.1	6.0	i	6.2	3.6	2.5	6.9	6.3%	-1.1	1191	-0.317	-0.223	-0.169	0.417	x	x	6.4%	i
CCOc1ccc(NC(=O)C(=O)N/N=C/c2cccnc2)cc1	x	x	x	x	x	x	x	x	0.0	1355	-0.61	-0.0707	0.445	-0.544	0.88	895	x	i
O=C(Nc1ccc(N2CCOCC2)cc1)Nc1ccc(Cl)c(Cl)c1	22.1	15.2	i	-8.9	7.1	2.0	1.3	8.7%	x	x	2.79	-0.0104	2.01	-1.45	0.43	919	8.2%	i
CCOC(=O)CNc1nc(Cl)nc(N2CCCCC2)n1	x	x	x	x	x	x	x	x	-0.2	1391	-0.955	-0.206	-0.465	1.53	0.57	1169	x	i
O=c1ccc2ccc(OCc3nnc(-c4ccccc4Br)o3)cc2o1	1.8	-2.9	i	21.8	3.6	2.6	9.8	-5.8%	-3.1	976	-0.0418	0.0836	0.373	-0.226	-0.67	1629	-2.8%	i
Cc1nn(CCCC(=O)N2CCc3ccccc3C2)c(=O)c2cc3sccc3n12	-0.6	0.5	i	8.9	2.5	4.3	8.7	12.4%	x	x	0.0226	-0.192	0.197	-0.206	0.01	925	-2.8%	x
Cc1oc(-c2ccccc2F)nc1CN1CCC(C(=O)NCc2cccs2)CC1	1.2	-8.9	i	-2.7	7.2	1.5	3.8	3.9%	-0.5	842	2.64	-0.177	1.53	-1.76	1.48	1072	9.1%	i
O=C(NCc1ccc2c(c1)OCO2)c1ccc2c(c1)C(=O)N(CC1CCCO1)C2=O (stereo unspecified)	-2.4	1.9	i	-0.4	2.7	1.9	9.0	-5.6%	x	x	-0.00599	-0.235	0.152	0.319	1.1	1344	2.3%	i
CSc1ccccc1NC(=O)CN(C)CC(=O)Nc1ccc(N2CCOCC2)cc1	15.1	7.3	i	-1.9	0.8	0.8	2.4	4.8%	-0.9	1095	0.0801	-0.284	-0.238	0.751	0.88	1331	3.5%	i
COc1cc(C=O)ccc1OCCCOc1ccc([N+](=O)[O-])cc1	-8.8	1.4	i	12.7	3.8	2.5	4.8	5.1%	5.7	519	1.19	-0.009	0.87	-0.28	-0.44	697	7.4%	i
CCCCOc1ccc(OC(=O)Nc2cc(Cl)ccc2OC)cc1	x	x	x	x	x	x	x	x	0.1	1377	-0.321	-0.257	0.446	-0.401	0.28	842	x	i
CC(O)CNCc1ccc(Cl)cc1Cl (stereo unspecified)	4.8	0.7	i	4.7	6.6	1.9	4.9	-26.4%	-0.5	952	-0.142	-0.253	0.218	0.743	-0.48	1633	-32.1%	i
CC(NC(N)=O)C(=O)NCC(=O)OCc1ccccc1 (stereo unspecified)	1.6	-6.5	i	-7.4	5.0	1.3	8.4	-4.3%	-3.6	1105	1.06	-0.353	0.365	-0.197	-0.12	1477	-1.7%	i
Cc1ccc(S(=O)(=O)Nc2nc3ccccc3nc2NCc2ccco2)cc1	18.0	10.2	i	-2.3	2.3	2.3	6.6	-67.7%	-0.2	1021	-1.99	-0.0883	-0.887	0.927	-0.03	1822	-34.4%	i
O=C(CNc1ccccc1)N/N=C/c1ccc([N+](=O)[O-])o1	-1.3	23.8	i	16.6	2.2	1.0	2.8	8.0%	x	x	0.179	-0.0403	-0.019	0.327	x	x	1.9%	x
CCCS(=O)(=O)N1CCC(C(=O)N2CCN(C(=O)OCC)CC2)CC1	5.1	4.0	i	-1.7	4.7	2.9	7.5	5.4%	1.4	1053	0.0293	-0.0764	0.0481	-0.43	-0.79	1873	4.4%	i

Some of these compounds in order of their number in WT yeast gro inh mutant strain, low to high:
Structure	WT yeast gro inh mutant strain
CC(O)CNCc1ccc(Cl)cc1Cl (stereo unspecified)	0.7
CCCS(=O)(=O)N1CCC(C(=O)N2CCN(C(=O)OCC)CC2)CC1	4.0
Cc1ccc(S(=O)(=O)Nc2nc3ccccc3nc2NCc2ccco2)cc1	10.2
